High-throughput results (PubChem)
aDG glyco act = increases alpha dystroglycan glycosylation. AID 624168. 360,000 compounds, 0.22% hits. activation, % at 10 µM. Pro5-aDG cells, alpha-DG glycosylation AlphaScreen (IIH6); 0% Pro5, 100% B10-LARGE cell signal;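 active means activation of at least 8% versus controls, or a plate z-score of at least 8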;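 further: Pro5 are CHO cells carrying HIG-tagged alpha-DG that lacks glycosylation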
iPSC survival up = hiPSC single-cell survival enhancement; ATPlite luminescence; 100% = ROCK inhibitor wells, 0% = DMSO; survival enhancement, % at 20 µM; 360,000 compounds, 0.044% hits; in the data active means survival enhancement above about 18%;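 further: cells exposed to compounds for 16 hours before the ATP read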
TRPM1 prom inh = inhibitors of MITF-driven TRPM1 promoter in melanoma cells; 330,000 compounds, 0.83% hits; inhibition, % at 12.5 µM; SK-MEL-5 TRPM1 promoter luciferase, 24 h;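 active means mean inhibition across replicates of 60% or more, whatever share of single replicates reaches that level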; further: values of inactives mirror those of a sister screen read the other way
NR2E3 ag-1 = agonists of human nuclear receptor NR2E3. AID 2300. Q9Y5X4. GST-NR2E3/biotin-RetCOR TR-FRET, 1536-well. 320,000 compounds, 0.12% hits. inhibition of corepressor binding, % at 4.78 µM;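 active means percent inhibition above the cutoff of mean plus 3 SD of all tested compounds, set per screening campaign, cut at about 20% in these data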;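 further: 0% = DMSO wells and 100% = biotin wells as full block of FRET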
Target sequence (Q9Y5X4 whole entry, looked up): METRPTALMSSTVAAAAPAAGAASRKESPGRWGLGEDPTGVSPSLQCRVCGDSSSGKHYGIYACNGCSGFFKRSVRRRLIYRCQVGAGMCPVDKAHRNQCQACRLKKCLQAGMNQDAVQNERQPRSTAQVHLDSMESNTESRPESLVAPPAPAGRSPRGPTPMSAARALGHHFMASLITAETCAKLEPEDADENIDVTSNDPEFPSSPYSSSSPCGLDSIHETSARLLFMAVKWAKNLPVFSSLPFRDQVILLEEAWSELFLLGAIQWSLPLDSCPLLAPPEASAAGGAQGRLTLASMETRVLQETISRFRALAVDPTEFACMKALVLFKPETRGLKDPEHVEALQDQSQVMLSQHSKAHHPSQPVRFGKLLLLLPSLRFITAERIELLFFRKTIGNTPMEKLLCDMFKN
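Test system: GST-NR2E3 and biotin-RetCOR proteins | Quantity: 1.35 nM GST-tagged NR2E3 final | Medium: Tris pH 7.5 | Also added: 7 nM biotin-RetCOR | Dosing: Compound at 4.8 µM, single dose | Timing: 5 h at 4 °C | Detection: Time-resolved FRET | Read-out basis: Percent inhibition | Benchmarks: Biotin wells as high control, 0.6% DMSO wells as low control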
Vif inh = inhibitors of HIV Vif | HEK293T cells, Vif self-association by quenched fluorescence, imaging, 24 h | 340,000 compounds, 0.35% hits | inhibition, % at 7.49 µM | AID 602346; in the data active means inhibition above about 50%, passing the limit was not always enough; further: some results filed as inactive read as strong as hits
Peg3 prom inh = Peg3 promoter activity inhibition; AID 588405; 360,000 compounds, 1.7% hits; inhibition, % at 20 µM; HeLa PEG-Prom luciferase reporter, luminescence, overnight;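 active means inhibition of at least 50% at 20 µM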
HIF-2a inh = inhibitors of HIF-2a; 360,000 compounds, 0.72% hits; inhibition, % at 18.8 µM; 786-0 RCC cells HIF-2a reporter, luciferase luminescence, overnight; AID 624352;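 active means inhibition of the luminescence signal of 40% or more relative to plate controls, in a single-dose primary screen at 18.75 µM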
PDI turbidity = inhibitors of human protein disulfide isomerase. P07237. PDI insulin aggregation turbidity, A650, 90 min. inhibition, % at 10 µM. 350,000 compounds, 0.052% hits. AID 588391;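 active means mean inhibition across replicates of 30% or more, whatever share of single replicates reach that level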;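 further: absorbance from insulin aggregation driven by PDI reduction with DTT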
Target sequence (P07237 whole entry, looked up): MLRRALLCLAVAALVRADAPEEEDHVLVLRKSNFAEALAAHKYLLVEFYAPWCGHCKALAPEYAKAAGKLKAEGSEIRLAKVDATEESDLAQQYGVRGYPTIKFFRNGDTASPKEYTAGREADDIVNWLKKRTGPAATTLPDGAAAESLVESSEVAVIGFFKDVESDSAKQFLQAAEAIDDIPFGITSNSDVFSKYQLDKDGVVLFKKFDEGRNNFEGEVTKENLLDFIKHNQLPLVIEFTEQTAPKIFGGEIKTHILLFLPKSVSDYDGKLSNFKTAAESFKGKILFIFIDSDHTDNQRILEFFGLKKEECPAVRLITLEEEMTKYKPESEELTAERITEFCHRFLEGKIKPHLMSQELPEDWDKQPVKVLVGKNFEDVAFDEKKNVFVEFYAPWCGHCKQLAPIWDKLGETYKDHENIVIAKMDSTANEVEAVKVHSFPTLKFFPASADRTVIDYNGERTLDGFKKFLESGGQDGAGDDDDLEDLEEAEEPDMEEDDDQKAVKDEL
Exocytosis inh = lytic granule exocytosis inhibition; TALL-104 LAMP-1 surface exposure, flow cytometry; cells stimulated with thapsigargin and PMA; inhibition, % at 10 µM; 360,000 compounds, 0.66% hits; AID 651702;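 active means inhibition above about 55%, limit read from the data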
NR2E3 ag-2 = agonists of human NR2E3 nuclear receptor; Q9Y5X4; CHO-S Gal4-NCOR/VP16-NR2E3 two-hybrid, luciferase; inhibition of corepressor binding, % at 3.98 µM; 360,000 compounds, 0.35% hits; AID 602229;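 active means inhibition above the mean of all tested compounds plus 3 SD, cut at about 70% in these data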;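 further: 0% = DMSO with NR2E3 transfected cells and 100% = cells lacking NR2E3 construct; higher means lower luciferase signal from less NR2E3 corepressor binding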
CaV13 ICDI inh = Primary screen for inhibitors of IQ motif and Ca2+-dependent inactivation inhibitor domain binding in CACNA1D, Förster resonance energy transfer in living cells, …; 340,000 compounds, 0.098% hits; HEK cells, CFP/YFP FRET ICDI-IQ, plate reader, 10 min; percent FRET-ratio fall versus neutral wells; AID 743397; inhibition, % at 12.3 µM;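 active means mean replicate inhibition of at least 30% and at least 1% of replicates passing that level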;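 further: 0% = median of the neutral control wells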
Active calls of the source: *; x = not tested or not shown.

SMILES	aDG glyco act	iPSC survival up	TRPM1 prom inh	NR2E3 ag-1	Vif inh	Peg3 prom inh	HIF-2a inh	PDI turbidity	Exocytosis inh	NR2E3 ag-2	CaV13 ICDI inh
COc1ccccc1NC(=O)CN(c1ccccc1OC)S(=O)(=O)c1ccccc1	0.0	-0.6	13	1	-7	17	20	-16	40	-7	-19
C/C(=N\NC(=S)NC(C)C)c1ccccc1	0.1	1.0	3	0	1	-24	-44	9	-1	-2	-6
COc1ccc2[nH]c3c(c2c1)CCN1C(=O)N([C@@H](C)C(=O)NCc2ccco2)C(=O)[C@]31C	0.1	1.8	x	-1	-6	-1	8	x	0	-7	x
O=C1NC(=S)NC1=Cc1ccc(Cl)cc1Cl	0.0	5.4	6	x	3	-11	-13	5	5	7	-5
CNC(=S)NNC(=O)COc1ccccc1C	-0.2	0.3	4	-2	11	-10	-2	-6	2	-9	-15
Cc1cccc(NC(=O)C2CCCN(S(=O)(=O)c3cccs3)C2)c1C (stereo unspecified)	0.2	0.2	1	-1	-8	24	8	-4	-3	2	-3
Cc1ccc(C(=O)O/N=C(\N)Cc2cccs2)cc1[N+](=O)[O-]	-0.1	-0.2	-8	3	7	-57	-83	-12	2	-84	-6
CC(C)c1nc2sc3ccccc3c(=O)c2c(=O)n1Cc1ccccc1	-0.1	-0.3	x	2	-4	11	13	-4	13	-4	-4
Cc1ccc(C(=O)N/N=C2\CCSC2)cc1[N+](=O)[O-]	0.2	-0.6	-1	1	-5	0	15	-1	2	-35	-3
Cc1ccccc1C(=O)N1CCc2cc(-c3nc(NC(=O)Cc4ccc5c(c4)OCO5)sc3C)ccc21	1.0	-2.0	23	1	-21	15	13	-30	-7	-5	x
Cc1[nH]c2ccccc2c1C(=O)CN1CCC(C(N)=O)(N2CCCCC2)CC1	-0.4	3.1	-3	-4	5	-5	-2	-22	-1	4	-5
O=C(COc1ccc(Cl)cc1)NCCC1=CCCCC1	-0.1	1.4	10	3	15	-12	-22	9	0	-25	-8
Oc1ccc(-c2csc(NCc3ccco3)n2)cc1	0.1	-1.9	-60	1	-8	-273	-212	0	0	-48	x
O=C(/C=C/c1ccccc1)c1ccoc1	0.0	-0.7	-11	-4	x	-4	-5	18	3	6	-7
CC(O)[C@H]1CNC(=O)C(=O)N1CCCCC1CCCCC1 (stereo partly specified)	0.0	0.0	-8	-3	x	9	8	3	-10	6	-9
CCn1nc(C)c(/C=N/NC(=O)c2ccc3c(c2)c(C)c(C)n3Cc2ccccc2)c1C	0.4	-2.3	-9	0	x	-15	-35	-2	1	11	-2
CCCc1c(C(=O)N/N=C/c2ccco2)nnn1-c1nonc1N	-0.1	-0.7	0	2	-1	-11	-5	-3	-4	-1	-2
COc1cccc(NC(=O)c2ccc(S(=O)(=O)N3CCCC3)cc2)c1	0.0	0.5	0	5	-3	3	-16	-7	2	-23	-7
CC(=O)c1ccc(NC(=O)CSc2ccc3nnc(-c4ccccn4)n3n2)cc1	0.1	-0.4	7	-2	-8	-4	4	6	0	-6	x
CC1=NN(c2ccccc2)C(=O)C1C(=O)c1ccc(Cl)cc1 (stereo unspecified)	0.0	1.1	1	4	11	8	4	-5	0	-8	-4
O=C(Cc1csc(Nc2nc(=S)[nH]c3ccccc23)n1)NCc1ccc(Cl)cc1	0.2	1.3	7	1	-5	31	-5	-6	-1	6	-8
COc1cc(C)cc(C(=O)C=Cc2ccccc2)c1O	0.3	1.4	-28	x	-13	-23	-34	-1	-24	-32	-6
O=C(N/N=C/c1ccco1)c1cc(-c2ccc(Cl)s2)[nH]n1	-0.2	-0.7	0	2	3	-20	-23	2	-1	-5	-5
O=C(CNC1=NCCC1)c1ccc2c(c1)OCCO2	0.0	1.0	3	-5	5	22	2	-13	-1	2	-2
O=[N+]([O-])c1ccccc1S(=O)(=O)NCCSc1ccccc1	0.0	-0.5	-16	-1	12	20	-3	-5	-1	1	-2
CCCC(=O)N(Cc1cc(=O)[nH]c2ccccc12)c1ccccc1C	-0.1	-0.1	13	2	1	3	14	15	1	-27	-4
CCOc1ccc(NC(=S)N(CCOC)C2CCN(C(C)C)CC2)cc1	0.0	-0.4	-3	1	1	-3	11	-9	8	-12	-18
O=C(CN1CC[C@@]2(O)CCCC[C@H]2[C@@H]1c1ccc(F)cc1)NCc1ccco1	-0.2	0.1	3	2	-13	-7	13	-2	3	-6	-5
Cc1cccc(OCc2nc(C#N)c(NCc3ccc4c(c3)OCO4)o2)c1	0.3	6.4	-11	6	0	-61	-109	6	8	-49	-4
Cc1ccc(C)c(-n2nnnc2SCC(=O)Nc2c(C)n(C)n(-c3ccccc3)c2=O)c1	0.4	-0.7	1	-4	0	17	17	-11	2	-8	-6
Cc1ccc(C)c(NC(=S)NCc2ccc3[nH]c4c(c3c2)CCCC4)c1	-0.2	-5.0	x	6	-6	37	-2	x	-1	16	-4
N=C1C(=O)OCC1c1ccccc1NC(=O)CN1CCOCC1 (stereo unspecified)	-0.1	2.6	0	0	-2	11	16	-3	3	-1	-10
CCCNC(=O)CN1C(=O)NC(c2ccccc2)(c2ccccc2)C1=O	-0.1	0.2	11	6	8	-3	9	1	-14	-20	-3
CCCCN(C)CCCNC(=O)c1cn(C)c2ccc(S(=O)(=O)N(C)C3CCCCC3)cc2c1=O	0.0	-0.5	2	-2	17	5	6	-4	1	2	-2
CCOc1ccc(Nc2nc3c(c(=O)[nH]2)CCC3)cc1	-0.1	-0.9	-15	0	-3	1	-16	-10	-3	-26	x
O=c1cc(-c2ccccc2)[nH]n1-c1nc2ccccc2[nH]1	-0.1	-0.4	15	-4	4	32	-45	-10	-1	-34	-5
C=CCOc1ccc(C=Nc2ccc(Cl)cc2)c(O)c1	0.0	0.2	13	0	-3	15	8	-9	0	-10	-4
COC(=O)NNC(=O)c1cccc(C)c1	0.0	-2.3	-1	-1	4	8	-6	1	6	0	-7
CCOC(=O)N1CCN(c2nc(C)c3c(n2)CCCC3=O)CC1	-0.1	-0.3	-3	2	1	-73	-103	18	-1	-38	x
Cc1ccc(Cn2c(C)c3cnn(CC(=O)NCCN4CCOCC4)c(=O)c3c2C)cc1	-0.2	0.5	8	x	0	6	6	x	2	-29	-4
C=CCc1ccc(OCCCCOc2ccc(C(=O)O)cc2)c(OC)c1	1.7	0.5	-2	1	-5	-33	-39	-11	4	-7	-4
O=C(NNc1nc2ccccc2s1)C1CC1	0.0	1.1	2	-1	30	-33	-14	-11	1	-19	x
Cc1nnc2sc(-c3ccc(N(C)C)cc3)nn2c1=O	0.1	0.7	-101	x	-14	-181	-107	9	-23	-107	-5
CCC1(C)CC(C#N)(C#N)C(=O)NC1=O (stereo unspecified)	-0.1	0.0	x	x	0	-11	-6	x	9	-4	-11
COc1ccc(C(O)(C(=O)NNc2ccc(C)cc2)c2cccs2)cc1 (stereo unspecified)	1.4	-0.7	1	-1	1	8	19	5	1	23	x
Cc1c(C)n(CCCN(C)C)c2ncnc(NC3CCCCC3)c12	0.2	-0.4	-13	4	-12	-12	6	0	14	-18	-3
CCC(=O)N1CC2(CC(c3cccc([N+](=O)[O-])c3)=NO2)C[C@H]1C(=O)NCC(N)=O (stereo partly specified)	-0.1	-1.2	-12	0	6	10	9	5	11	4	-5
C=CCn1c(SCc2ccc(C#N)cc2)nnc1-c1ccccc1	0.0	-1.5	2	4	-6	13	5	6	-4	11	x
COc1cc(C(=O)N[C@H](C(=O)Nc2nnc(C3CC3)s2)C(C)C)cc(OC)c1OC	0.1	-0.2	5	3	-16	-1	19	0	-2	6	-1
Cc1occc1C(=O)N1CCCC(Nc2ccc(F)c(F)c2)C1 (stereo unspecified)	-0.2	-0.2	0	5	-1	-10	-25	0	1	-46	-6
O=C1CCCCC1Nc1ccc(Cl)cc1 (stereo unspecified)	0.2	-1.7	1	x	3	4	-1	0	-3	-2	-6
CCCS(=O)(=O)c1c(S(=O)(=O)CCC)c2ccc(C(N)=O)cn2c1C(=O)c1ccc(F)cc1	-0.2	0.5	8	2	2	5	22	-3	1	-38	-7
Cc1cc(=O)oc2c(C)c(OCC(=O)NCCc3ccc(S(N)(=O)=O)cc3)ccc12	-0.3	0.4	-23	4	1	-23	-2	3	-7	-5	-2
Cc1noc(C)c1C(=O)Nc1ccc(F)cc1F	0.0	-0.2	6	0	3	14	14	-2	2	-19	-5
C=CCn1c(SCC(=O)NC(=O)NC2CCCC2)nnc1C1CCCCC1	-0.1	-2.6	-6	3	9	13	16	-12	-1	-9	-4
CC(C)Cc1nnc(NC(=O)CCC(=O)N2CCN(c3ccccc3F)CC2)s1	-0.1	-0.1	-12	1	-8	5	-1	-3	0	-15	-4
NC(=O)COC(=O)c1ccc(Cl)c(S(=O)(=O)N2CCCCCC2)c1	-0.4	0.3	2	2	11	6	15	2	-2	-12	1
Clc1cccc(-c2ccc(/C=N/n3cnnc3)o2)c1	0.1	-1.1	3	-3	-3	11	-3	-12	-5	-6	-10
O=C(NCc1nc2ccccc2[nH]1)C1=C[C@H](C2CCCCC2)C[C@H](OCc2ccc(CO)cc2)O1	0.6	-1.6	9	3	-2	31	15	5	1	-16	-10
COc1cccc(C2CC(c3ccc(Br)cc3)=NN2C(=O)c2ccncc2)c1OC (stereo unspecified)	1.2	-3.0	5	-2	-2	24	12	4	-5	-6	-7

Next part.
SMILES	aDG glyco act	iPSC survival up	TRPM1 prom inh	NR2E3 ag-1	Vif inh	Peg3 prom inh	HIF-2a inh	PDI turbidity	Exocytosis inh	NR2E3 ag-2	CaV13 ICDI inh
CN1CCC(=NNC(=O)C(=O)NCc2ccccc2)CC1	-0.1	-1.1	-2	-1	-2	5	14	-12	7	1	-7
OC[C@H]1OC(O)[C@@H](O)[C@@H](O)[C@@H]1O (stereo partly specified)	0.0	-0.2	10	5	-3	9	5	-1	-3	-4	-6
CC(C(=O)NCCSCc1cccc(Cl)c1)N(c1ccccc1)S(C)(=O)=O (stereo unspecified)	0.2	-0.5	-4	-1	-7	17	13	7	8	-9	-4
CCN(CC)C(=O)Cc1c(O)c2ccccc2[nH]c1=O	0.1	1.0	2	3	19	-11	12	-3	-7	-9	-12

Reformatted: two of the compounds above.
Every second line gives: aDG glyco act | iPSC survival up | TRPM1 prom inh | NR2E3 ag-1 | Vif inh | Peg3 prom inh | HIF-2a inh | PDI turbidity | Exocytosis inh | NR2E3 ag-2 | CaV13 ICDI inh
> CN1CCC(=NNC(=O)C(=O)NCc2ccccc2)CC1
→ -0.1 | -1.1 | -2 | -1 | -2 | 5 | 14 | -12 | 7 | 1 | -7
> OC[C@H]1OC(O)[C@@H](O)[C@@H](O)[C@@H]1O (stereo partly specified)
→ 0.0 | -0.2 | 10 | 5 | -3 | 9 | 5 | -1 | -3 | -4 | -6
